# TbPYK inhibitor – blocks Trypanosoma brucei pyruvate kinase; AID 624173; Q57TT1; 410,000 compounds, 0.12% hits; Potency, µM (series often up to 76.8 µM), for inactives: top-dose activity, negative = inhibition, usual class: inhibitors; TbPYK enzyme, Kinase-Glo Plus ATP luminescence, 45 min; note: nearly all actives have a fitted effect of over 50% in size
#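 Luminescent Kinase-Glo Plus end-point after 45 min room-temperature reaction of T. brucei pyruvate kinase started with 130 uM ADP (final). Buffer TEA 50 mM pH 7.2 with KCl, MgCl2, BSA, Tween-20; titration-based qHTS with fitted concentration-effect curves.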
# AMA1-RON2 inh – AMA1-RON2 (P. falciparum) interaction inhibition; AlphaScreen AMA1-biotinylated RON2 peptide binding; Potency, µM (titrated, usually from 58.2 µM), for inactives: at the highest dose activity change, negative = inhibition, most hits filed as inhibitors; 360,000 compounds, 0.2% hits;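 note: 0% = vehicle wells and -100% = peptide control; nearly all actives have a fitted effect of over 45% in size; some results filed as inactive show a strong effect at the top dose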
#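 AMA1 (3D7) with his tag at 25 nM final met compounds first, then biotinylated RON2 peptide at 25 nM; detection used donor plus acceptor beads, 10 µg/mL apiece, read by AlphaScreen after 30 min at room temperature.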
# * = called active by the depositor; ? = inconclusive; [ ] = remark or other dose. Calls come from the whole dose curve; as a rule, active = well fitted curve in the direction sought with a large enough effect; inconclusive = small, poorly fitted or top-dose-only effect, or another doubt; inactive = no such curve, though single readings can be large; an effect the other way counts as inactive or inconclusive. Unless noted, % is set by controls: 0 for no effect and ±100 for the full control effect; potency is the fitted concentration of half-maximal effect. Some of the compounds tested; the hit share may differ from the screen's.
SMILES,TbPYK inhibitor,AMA1-RON2 inh
Cc1cccc(/N=C/c2ccccn2)n1,-11.3%,18.7%
CCCCCn1c(=NC(=O)c2cccnc2)c(C#N)cc2c(=O)n3cccc(C)c3nc21,-2.9%,-3.2%
CC(=O)Nc1ccc2c(c1)Cc1c-2cc(Br)c(N)c1Br,1.2%,21.8%
OC(c1ccc(Cl)c(F)c1)c1ncc(-c2cccc(F)c2)[nH]1 (stereo not given),-11.6%,-2.9%
COc1ccc(-c2cnc(C(O)c3ccc(-c4ccccc4)cc3)[nH]2)cc1 (stereo not given),0.6%,22.6%
CC1(c2nnc(Cc3ccccc3)o2)CC(c2cccnc2)=NO1 (stereo not given),-5.9%,6.9%
CCN(C(=O)CN1C(=O)S/C(=C\c2ccccc2Cl)C1=O)C1CCS(=O)(=O)C1 (stereo not given),-6.4%,-7.1%
O=C(C[C@H]1C/C=C\CC[C@H](Cc2ccc(F)cc2)C(=O)OCCNC1=O)NCCO,-3.3%,2.6%
CCOc1ccc(C(=O)COC(=O)Cn2[nH]c(=O)c3ccccc3c2=O)cc1,-8.5%,-3.6%
CC(C)n1cnc2c(NCc3ccccc3)cc(OCC3CCN(C)CC3)cc21,-32.1%,?
COc1ccc(CNC(=O)C[C@H]2C[C@H](C(=O)N(C(C)C)C(C)C)[C@@]3(C)c4[nH]c5cc(-c6ccco6)ccc5c4CCN3C2=O)cc1OC,-3.9%,-28.7%
Cc1ccc(S(=O)(=O)Nc2cccc(Cl)c2)cc1NC(=O)C1CC1,-15.3%,-5.1%[11.6 µM]
O=C(COC(=O)c1n[nH]c(=O)c2ccccc12)Nc1ccccc1F,0.0%,-0.5%
Nc1nc(=S)c2ncn(C3OC(CO)CC3O)c2[nH]1 (stereo not given),-4.2%,28.0%
CCOC(=O)c1cnc(Nc2nc3ccccc3o2)nc1CSc1nnc(C)s1,-4.6%,77.1%[activator]
COc1ccc(-c2ccc(CN3C(CC(C)C)C(=O)N(Cc4cn(CCC5OCCCO5)nn4)CCS3(=O)=O)cc2)cc1OC (stereo not given),8.2%,-15.8%
Cc1ccc(S(=O)(=O)N(C)C)cc1NC(=O)C(C)OC(=O)c1ccc2c(=O)n3c(nc2c1)CCC3 (stereo not given),1.3%,5.4%
Nc1c(CNCc2nnn(Cc3ccccc3)c2N)nnn1Cc1ccccc1,-2.0%,92.1%[activator]
Nc1ccc2c(c1)C(=O)CCC2,5.0%,-1.8%
Oc1ccccc1-c1cc(-c2ccccc2)n[nH]1,2.2%,90.9%[activator]
C[N+](C)(C)CC1CCCC(C[N+](C)(C)C)C1=O (stereo not given),-12.0%,-1.2%
O=C(CC12CC3CC(CC(C3)C1)C2)NC1CC1,-2.1%,-5.4%
COC(=O)c1ccc2nc(-c3cccc(Br)c3)c(CC3CCCCC3)n2c1,-13.1%,-2.1%
C=CC[C@H](CC(=O)N(CCO)Cc1ccccc1)C(=O)N[C@H](COC(=O)[C@@H](CC=C)CC(=O)OC(C)(C)C)Cc1ccccc1,-5.3%,0.0%
N#CC(=C(O)CN1CCN(c2ccccc2F)CC1)c1nc(-c2ccc(Cl)cc2)cs1,-2.9%,82.8%[activator]
COc1ccc(OC(=O)N(C)C[C@@H]2OCc3cnnn3CCCC(=O)N([C@@H](C)CO)C[C@@H]2C)cc1,3.5%,-1.1%
CCOC(=O)C(Cc1ccc(O)c([N+](=O)[O-])c1)N1C(=O)c2ccccc2C1=O (stereo not given),-6.4%,-15.8%
CC(C)C[C@H]1COc2cc(Br)ccc2S(=O)(=O)N1,-9.9%,0.6%
OCC[C@@H]1C[C@@H](O)[C@H](O)[C@@]2(CCCCO2)O1,-0.7%,3.6%
COc1ccc(CN2C[C@@H](CO)O[C@@H](n3cnc4c(NCCN(C)C)ncnc43)C2)cc1,0.8%,20.0%
COC(=O)CCC(C)C1CCC2C3C(OC(C)=O)CC4CC(O)CCC4(C)C3CC(O)C12C (stereo not given),4.0%,-9.8%
O=C(Nc1cccc(-c2ccc(N3CCOCC3)nn2)c1)c1cccc(Cl)c1,2.3%,-2.6%
C=CCNc1ncnc2c1ncn2[C@H]1CN(CCOC)C[C@@H](CO)O1,-4.1%,-5.0%
O=C(NC(c1ccccc1)c1ccc2ccccc2n1)C1CCN(Cc2ccc(Cl)c(Cl)c2)CC1 (stereo not given),-1.7%,-6.7%
CC(=O)c1nn(-c2ccccc2)cc1C(=O)c1ccc(C)cc1,-0.2%,-22.7%
CC(=O)OC1C(O)C2=C3C4(C)C1C(C)(C)C(=O)CC4C3(O)C(OC(C)=O)C1(CC1C)C2=O (stereo not given),-9.7%,-7.3%
O=C1NCCc2onc(-c3ccc(Br)cc3)c21,-8.2%,13.8%
O=C1CCC(=O)c2ccc3c4c(ccc1c24)CC3,-15.2%,-6.6%
COc1ccccc1C=NN1C(=O)CSC1=S,-0.1%,33.3%[activator]
CCOC(=O)[C@H]1[C@H]2COc3ccc(C)cc3[C@@H]2N2C(=O)CN(C)C(=O)[C@@]12C,-9.5%,6.0%
CN(C)C(=O)CCc1ccc2c3c([nH]c2c1)[C@]1(CCc2ccccc2)[C@@H](C(=O)N2CCCCC2)C[C@H](CC(=O)NCCCn2ccnc2)C(=O)N1CC3,-4.0%,-0.3%
C[C@H]1CN([C@@H](C)CO)C(=O)CCCn2nncc2CO[C@H]1CN(C)S(=O)(=O)c1ccc(Oc2ccccc2)nc1,-5.2%,6.9%
O=C1NC(=O)C2(CCN(c3ccccc3)CC2)C(=O)N1,-2.2%,13.7%
Oc1c(Cl)c(Cl)c(Cl)c(Cl)c1Cl,0.0%,-12.9%
COc1ccc(C(C)=O)cc1Cn1c(C)c(C(=O)NCc2cccc(Cl)c2)sc1=O,-3.5%,-5.4%
COc1cc2c(cc1OC)C1C(=O)c3ccc4c(c3OC1CO2)CC(C(C)C)O4 (stereo not given),0.6%,-22.6%
O=C(O)CCCN1C(=O)C2C3CCC(C3)C2C1=O (stereo not given),8.1%,0.0%
CCCCCn1nc(C(=O)N(CC)c2c(N)n(CCCC)c(=O)[nH]c2=O)c2ccccc2c1=O,1.5%,0.0%
Cc1nc2ccc(C(=O)NC(C)(C)C)cn2c1N(C)C(=O)CCc1ccccc1,-2.5%,15.0%
C[C@H]1CN([C@@H](C)CO)C(=O)c2cc(C3=CCCCC3)cnc2O[C@@H]1CN(C)C(=O)Cc1ccccc1,-7.4%,16.0%
# Additional records:
SMILES,TbPYK inhibitor,AMA1-RON2 inh
CCN(CC(=O)Nc1ccc(C(C)=O)cc1)CC(=O)Nc1ccc2c(c1)OCCO2,1.8%,-8.2%
COc1ccccc1Cc1c(-c2ccc(OC)c(OC)c2)nc2ccc(Br)cn12,1.4%,-10.8%
CC(=O)Nc1cccc(-c2ccnc3c2CC(C)(C(=O)NCC2CC2)O3)c1 (stereo not given),-0.7%,4.4%
O=C(COC(=O)c1cc(S(=O)(=O)N2CCOCC2)ccc1F)Nc1cc([N+](=O)[O-])ccc1F,-9.9%,8.1%
O=C(NCc1ccc(Cl)nc1)c1csc(COCCO)n1,0.5%,6.7%
COc1cc(CN2CCC(C(=O)NC(c3ccc(F)cc3)c3ccc4ccccc4n3)CC2)cc(OC)c1 (stereo not given),4.1%,-13.1%
CCOC(=O)[C@H]1[C@H]2COc3ccc(OC)cc3[C@H]2N2C(=O)CN(Cc3ccccc3)C(=O)[C@@]12C,1.2%,-2.9%
O=C1OCc2ccc([N+](=O)[O-])cc21,2.8%,-1.1%
O=C(COC(=O)c1cccc(Cl)c1)NCc1ccccc1,-6.6%,-5.1%
OCCN1CCN(c2ncnc3c2ncn3[C@H]2CN(Cc3ccc(Cl)cc3)C[C@@H](CO)O2)CC1,-3.2%,12.7%
COc1cc(NC(=O)[C@H]2O[C@@H](n3cnc4c(N)ncnc43)[C@H](O)[C@@H]2O)cc(OC)c1OC,-13.4%,36.1%[activator]
CC1CCOC(=O)C=CC=CC(=O)OC2CC3OC4C5OC5(C)C(O)CC4(COC(=O)C1O)C2(C)C31CO1 (stereo not given),-2.4%,14.4%
CN(Cc1cn(Cc2ccc(C(F)(F)F)cc2)nn1)C1CN(Cc2cn(Cc3ccc(C(F)(F)F)cc3)nn2)S(=O)(=O)C1 (stereo not given),1.5%,-4.0%
CC12CCC3C(CCC4(O)CC(O)CCC34C=O)C1(O)CCC2C1=CC(=O)OC1 (stereo not given),-4.2%,18.9%
CCN(CC)S(=O)(=O)c1ccc(C(=O)NC(=S)N2CCCCC2C)cc1 (stereo not given),-10.3%,146.8%[activator]
NCCCC[C@H]1CN=C(N)N1CCCCC1CCCCC1,0.1%,0.0%
Cc1ccc(S(=O)(=O)Nc2ccc3c(c2)CC(=O)N([C@H](C)CO)C[C@@H](C)[C@H](CN(C)S(=O)(=O)c2ccccc2)O3)cc1,0.1%,7.8%
CSCCC(c1nnnn1Cc1ccccc1)N1CCN(C/C=C/c2ccccc2)CC1 (stereo not given),-1.3%,?
Cc1ccc(S(=O)(=O)N2CCN(C(=O)COC(=O)COc3ccc(Cl)cc3C)CC2)c(C)c1,6.1%,3.4%
CC1[C@H]2Cc3ccc(O)cc3[C@]1(C)CCN2CCc1ccccc1 (stereo not given in full),0.8%,-4.8%
CSc1nc(N)c(C(=O)N(c2ccccc2)c2ccccc2)s1,-4.4%,-5.6%
COc1cc(OC)cc(C(=O)NCC(=O)OCC(=O)NC2CCCc3ccccc32)c1 (stereo not given),-0.9%,7.8%
O=C(Nc1ccccc1)c1ccccc1NC(=O)c1ccccc1C(=O)O,7.2%,7.0%
COc1cccc2c1OC1(N3CCOCC3)CCCCC1C2C[N+](=O)[O-] (stereo not given),-10.3%,-0.2%
CC(=O)Nc1cc(-c2ccc(N3CCN(C)CC3)cc2)cn2c(-c3ccc(F)cc3)cnc12,-2.1%,?
CC(C)N(Cc1ccccc1)C(=O)COC(=O)c1cc[n+]([O-])cc1,0.0%,-4.6%
COC(=O)c1ccc(OC)c(CSc2nnc(-c3ccc(C)cc3)o2)c1,3.6%,7.2%
O=C(CCC(=O)N1CCN(S(=O)(=O)c2ccc([N+](=O)[O-])cc2)CC1)N1CCOCC1,-7.4%,-2.0%
COc1ccc(C2C(=O)NN=C2C)cc1 (stereo not given),-0.9%,2.9%
Cc1cccc(C)c1NC(=O)c1ccc(OCc2c(C)noc2C)cc1,0.0%,-4.4%
CCC(c1nnnn1-c1ccc2c(c1)OCCO2)N1CCC(n2c(=O)[nH]c3ccccc32)CC1 (stereo not given),-1.9%,-15.7%
CN(Cc1ccccc1)C(=O)COC(=O)C12CC3CC(CC(Br)(C3)C1)C2,8.4%,-0.6%
O=C(Cn1cc(COc2ccccc2[N+](=O)[O-])nn1)c1ccc(O)cc1,1.4%,16.2%
COc1ccc(C(=O)CC(C(=O)O)c2ccc3c(c2)OCO3)cc1OC (stereo not given),-2.2%,-0.2%
C=CCNC(=S)N1CCC2CC1c1c(Cl)cccc12 (stereo not given),0.1%,0.5%
OCCCn1c(C2CCCN2c2nc(-c3ccc(F)cc3)cs2)nc2cc(C(F)(F)F)ccc21 (stereo not given),?,126.3%[activator]
CC(C)CN1C(=O)C(=O)N(CC(=O)NCCCc2ccccc2)C1=O,5.2%,1.0%
COC(=O)[C@]12CCCCC=C1N(Cc1cccc3ccccc13)C(=O)[C@H](CC(=O)NCc1cccc(C(F)(F)F)c1)C2,2.3%,25.1%
CN(C(=O)CSc1cc(Cl)ccc1Cl)C1CCS(=O)(=O)C1 (stereo not given),-1.6%,-10.2%
CCc1nc2ccc(C(=O)NCCOc3ccc(OC)cc3)cn2c1N(C)CCCc1ccccc1,-10.8%,-11.8%

# No new results follow: 6 of the compounds above.
SMILES,TbPYK inhibitor,AMA1-RON2 inh
Cc1cccc(/N=C/c2ccccn2)n1,-11.3%,18.7%
CCCCCn1c(=NC(=O)c2cccnc2)c(C#N)cc2c(=O)n3cccc(C)c3nc21,-2.9%,-3.2%
CC(=O)Nc1ccc2c(c1)Cc1c-2cc(Br)c(N)c1Br,1.2%,21.8%
OC(c1ccc(Cl)c(F)c1)c1ncc(-c2cccc(F)c2)[nH]1 (stereo not given),-11.6%,-2.9%
COc1ccc(-c2cnc(C(O)c3ccc(-c4ccccc4)cc3)[nH]2)cc1 (stereo not given),0.6%,22.6%
CC1(c2nnc(Cc3ccccc3)o2)CC(c2cccnc2)=NO1 (stereo not given),-5.9%,6.9%

# Going on with the list.
SMILES,TbPYK inhibitor,AMA1-RON2 inh
CCOc1ccc(S(=O)(=O)NCCc2ccccn2)cc1,-6.5%,10.5%
CC(C)c1ccc(NC(=O)Nc2nc(CN)cs2)cc1,4.7%,75.2%[activator]
O=[N+]([O-])c1ccc(Cc2ccccn2)c([N+](=O)[O-])c1,-2.4%,-3.1%
CN(C)CCNC(=O)C(=O)NCC1OCCN1S(=O)(=O)c1ccc(F)cc1 (stereo not given),2.8%,0.5%
COc1ccccc1C=NN=C1c2ccccc2-c2ccccc21,-0.9%,-11.6%

# Single records (already shown):
# `O=[N+]([O-])c1ccc(Cc2ccccn2)c([N+](=O)[O-])c1` is entered as TbPYK inhibitor: -2.4%; AMA1-RON2 inh: -3.1%
# `CCOc1ccc(S(=O)(=O)NCCc2ccccn2)cc1` is entered as TbPYK inhibitor: -6.5%; AMA1-RON2 inh: 10.5%

# Screening data: PubChem BioAssay, National Center for Advancing Translational Sciences (NCATS)
